Screens from PubChem BioAssay.
b-catenin transl – alters nuclear translocation of beta-catenin in HeLa cells; immunofluorescence imaging; nuclear translocation activity, % at 5 µM; 190,000 compounds, 0.3% hits; AID 1665;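 active means nuclear translocation activity above 50% at 5 µM, with a well cell count of 50 or more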;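 further: per-cell ratio of nuclear to cytoplasmic median beta-catenin stain intensity; plate controls were DMSO negative control for no effect and GSK-3 inhibitor IX positive control for full effect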
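Assay system: human HeLa cells, native beta-catenin; doses: 5 µM primary, 0.02–20 µM confirmation; incubation: compound treatment 24 h, 37°C, 5% CO2; technique: fluorescence imaging of beta-catenin antibody stain plus DAPI; measure: % activation, nuclear-to-cytoplasmic median beta-catenin signal ratio per cell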
UTI89 phage lysis – inhibition of K1F phage lysis, E. coli UTI89, bacterial capsule biogenesis inhibitors, alamar blue (AID 488966); E. coli UTI89 K1F phage lysis, alamar blue, 2 h; higher % means a stronger effect; one-dose inhibition, % at 100 µM; IC50 in µM for titrated hits; 340,000 compounds, 0.02% hits;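 active means phage lysis inhibition, versus mean bacterial control, above a set limit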;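 further: capsule biogenesis inhibitors block K1F phage lysis so surviving cells raise fluorescence; higher fluorescence means more inhibition of phage lysis; actives were called in the ten point dose series up to 300 µM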
MT stabilizer – stabilizes microtubules in HeLa cells; HeLa tubulin immunostaining HCS, 24 h; share of cells brighter than vehicle mean+2SD; 200,000 compounds, 0.83% hits; % tubulin-high responders, % at 10 µM;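 active means plate Z-score above 3 for both tubulin-high and condensed-nucleus cell shares, with cell loss under 80%, at 10 µM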;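 further: anti alpha tubulin signal scored within the nucleus-defined area of each cell; some results filed as inactive read as strong as hits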
M17LAP inhibition – P. falciparum M17LAP inhibitors, primary screen, biochemical, fluorogenic H-Leu-NHMec substrate, 1536-well (AID 1619); recombinant M17LAP, H-Leu-NHMec fluorogenic kinetic assay; higher % means a stronger effect; inhibition, % at 30 µM, or IC50 in µM where a hit was titrated; 220,000 compounds, 0.38% hits;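 active means compound inhibiting the enzyme by more than half at any dose during confirmatory dose-response retesting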;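 further: plate controls were full reaction with DMSO carrier for no effect and no enzyme background for full effect; strong numbers were not always called active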
M1AAP inhibition – malaria alanyl aminopeptidase activity blockers – biochemical, fluorogenic H-Leu-NHMec substrate, 1536-well (AID 1445). recombinant M1AAP, H-Leu-NHMec fluorogenic kinetic assay; higher % means a stronger effect. 220,000 compounds, 0.42% hits. inhibition, % at 30 µM, or IC50 in µM where a hit was titrated;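 active means primary inhibition above the hit cutoff, then over 50% inhibition at one or more dose response concentrations, cut at about 23% in these data, passing the limit was not always enough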;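 further: plate controls were DMSO full reaction for no effect and no enzyme background for full effect; strong numbers were not always called active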
Insulin prom up – MIN6 insulin promoter up-regulation | z-score at 5 µM | MIN6 insulin promoter-GFP reporter, high-content imaging; hits give high values | 190,000 compounds, 0.3% hits;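 active means z-score above 3 at 5 µM with at least 500 cells counted in the well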
Autophagy HCS – autophagy modulation, high-content screen; MEF GFP-LC3 puncta imaging; test concentration mostly 10 µM; AID 463193; calls only at 10 µM (by protocol); 190,000 compounds, 0.98% hits;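 active means percentage of spot-positive cells more than 3 SD above its plate mean, without a fluorescence outlier flag or 80% toxicity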;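 further: spot-positive cell cutoff set from DMSO-treated cells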
ER stress rescue – protection against thapsigargin-triggered cell killing – 384-well, CSM14.1, ATP luminescence, primary screen (AID 1222). cellular ATP content (survival), % at 20 µM; hits with a dose series show EC50 in µM. 190,000 tested, under 10 active. CSM14.1 thapsigargin-induced death rescue, ATP luminescence; higher % means a stronger effect;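 active means EC50 below 50 µM in the dose-response confirmation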;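 further: death triggered by thapsigargin at about 15 µM added after 2 h compound pretreatment; cell ATP read after overnight thapsigargin exposure of roughly 18 to 22 hours; normalized against plate controls of thapsigargin alone and 5% DMSO vehicle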
Dynein cargo inh – blocks dynein driven cargo transport along microtubules | 3617.4 mouse cells, GR-EGFP nuclear translocation imaging; test concentration mostly 20 µM; stimulated with dexamethasone, 1 µM; hits give low values | 220,000 compounds, 0.47% hits | z-score, hits read low | AID 1381;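 active means plate z-score of nuclear minus cytoplasmic receptor signal below a set negative limit, without overly bright fluorescence or cell loss, cut at about -3.5 in these data, passing the limit was not always enough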;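 further: z-score of nuclear minus cytoplasmic ring GR-EGFP intensity difference per well; some compounds called inactive have numbers as strong as hits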
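Schedule: 48 h induction, then 1 h compound, then 30 min agonist, 37 °C. Buffer or medium: tetracycline-free induction medium containing charcoal-stripped FBS. Reagent: 1.0 µM final dexamethasone stimulus. Evaluation: nuclear versus cytoplasmic GR-EGFP signal, averaged per well. Signal: high-content fluorescence imaging after fixation.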
Dynein cargo inh cytoplasmic EGFP – recorded beside Dynein cargo inh, whose call it bears; z-score; measured here: cytoplasmic GR-EGFP intensity; hits give high values
Dynein cargo inh nuclear GR-EGFP – also measured in Dynein cargo inh; calls as there; z-score; measured here: nuclear GR-EGFP intensity;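 lower value marks the stronger effect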
Dynein cargo inh cell count – further read-out of Dynein cargo inh, marked with its call; z-score; measured here: cell count per field
Insulin prom up cell count – recorded beside Insulin prom up, whose call it bears; cell count; measured here: cytotoxicity, nuclei count;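 total cells summed across four imaged fields per well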
b-catenin transl cell count 5 µM – further read-out of b-catenin transl, marked with its call; cell count; measured here: cell count, cytotoxicity flag
MT stabilizer Hoechst-high % – further read-out of MT stabilizer, marked with its call; % Hoechst-high responders; measured here: nuclear condensation Hoechst responders;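 share of cells brighter than vehicle mean plus two SD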
MT stabilizer cytotoxicity % – further read-out of MT stabilizer, marked with its call; toxicity, %; measured here: cytotoxicity by cell density;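 0% = mean cell density of plate MIN control wells and 100% = no cells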
Autophagy HCS cell loss 18 h – recorded beside Autophagy HCS, whose call it bears; toxicity, %; measured here: cell loss, nuclei count;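 cell loss after 18 h compound exposure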
Numbers without * were called inactive; i = inactive; nt = not tested or not shown; + = active, no number; [ ] = remark or other dose.

SMILES	b-catenin transl	b-catenin transl cell count 5 µM	UTI89 phage lysis	MT stabilizer	MT stabilizer Hoechst-high %	MT stabilizer cytotoxicity %	M17LAP inhibition	M1AAP inhibition	Insulin prom up	Insulin prom up cell count	Autophagy HCS	Autophagy HCS cell loss 18 h	ER stress rescue	Dynein cargo inh	Dynein cargo inh cytoplasmic EGFP	Dynein cargo inh nuclear GR-EGFP	Dynein cargo inh cell count
O=C(CC1CCCCC1)NCC1CCCO1 (stereo unspecified)	1.0	1099	1.3%	2.9	2.2	11	3%	1%	1.3	1059	i	3	2.6%	0.044	-0.16	0.73	-0.6
CCOCCN(C=O)c1cccc(OC)c1	-6.1	922	0.2%	4.2	3.7	4.8	3%	9%	0.73	1024	i	1	-0.7%	-0.48	-0.11	-0.1	0.14
CCOC(=O)/C(C#N)=C\c1cc(OC)c(OC)cc1[N+](=O)[O-]	-2.1	1067	-0.6%	4.2	1.3	4.3	nt	nt	0.29	1594	i	23	-0.1%	1.5	-0.076	1.4	-1.5
O=C(CCN1C(=O)c2ccccc2S1(=O)=O)N1CCN(c2ccccc2)CC1	4.0	1397	0.2%	6.2	3.5	8.5	6%	3%	0.25	1549	i	9	0.0%	0.45	-0.18	0.57	-0.14
CCCCC(CCCC)=N/N=C/c1c(O)n(CC)c2cc(C3=NNC(=O)CC3)ccc12	3.4	572	0.0%	3.1	1.5	6.8	16%	5%	nt	nt	+	-5.9*	-1.0%	0.17	0.45	0.48	0.78
C=CCc1cccc2cc(C(=O)NNC(=O)CC#N)c(=O)oc12	0.1	1291	0.2%	nt	nt	nt	29%	12%	-0.52	949	nt	nt	nt	1.1	-0.16	1.3	-0.78
COc1ccc(N2C(=O)/C(=C3/C=CC=CN3C)SC2=S)cc1	3.6	547	2.1%	5.7	2.7	7.6	36%	-4%	0.83	1291	i	-14	5.9%	0.43	-0.29	-0.018	-0.0054
COc1ccc(C(=O)/C=C/c2ccc(OC)cc2OC)c(O)c1	-1.4	1100	0.0%	3.6	1.4	3.3	-2%	2%	-0.85	1283	i	-5	-1.6%	-0.46	-0.032	-0.1	0.5
O=c1c2c(nc3cc(-c4ccccc4Cl)[nH]n13)CCS2	-0.4	1504	0.0%	5.2	2.2	24	12%	17%	0.19	1405	i	5	-0.4%	-0.07	-0.32	-0.11	-0.088
COc1ccc(/C=C/C(=O)N(Cc2cccs2)C2CCS(=O)(=O)C2)cc1 (stereo unspecified)	0.9	1368	-0.8%	nt	nt	nt	16%	6%	0.54	1056	nt	nt	nt	-1.4	-0.28	-0.78	1.4
COC(=O)CC1=NC(=O)CS1	-0.4	1187	0.2%	4.0	1.5	11	-8%	-2%	0.58	1058	i	6	-0.7%	-0.68	-0.21	-0.089	1.8
COc1ccc(-c2nc3cc([N+](=O)[O-])ccc3o2)cc1OC	0.6	916	0.5%	1.7	1.4	7.9	nt	nt	nt	nt	i	11	-1.0%	-0.59	-0.29	-0.022	0.49
Cc1ccc(C(NC(=O)c2ccccc2)C(Cl)(Cl)Cl)cc1 (stereo unspecified)	0.1	565	1.0%[50 µM]	2.1	2.5	5.2	1%	1%	-0.44	1371	i	-16	-0.6%	0.088	-0.31	-0.21	0.03
CN(C)c1nc(-c2ccccc2)nc(-c2ccc(Cl)cc2)c1C#N	3.9	1069	0.6%	2.7	1.3	11	-5%	2%	0.76	808	i	0	-1.8%	0.97	-0.24	0.93	0.00066
Cn1c(COc2ccccc2)nnc1SCc1nc2ccccc2[nH]1	nt	nt	0.2%	2.3	0.4	41	-3%	-2%	-0.94	1212	i	0	-1.5%	0.61	-0.26	0.65	-0.6
CC(C)C(NC(=O)c1ccccc1F)C(=O)OCC(=O)c1ccc(F)cc1 (stereo unspecified)	8.0	1018	-0.9%	3.2	2.5	5.9	-2%	0%	-0.38	1231	i	-10	0.5%	-1	-0.34	-0.48	1.3
CCOC(=O)c1ccoc1CSCC(=O)N1CCN(S(=O)(=O)c2ccc(C)cc2)CC1	nt	nt	-0.2%	3.2	1.4	3.1	22%	7%	nt	nt	i	2	5.5%	-1.2	-0.18	0.024	0.44
COC(=O)Cn1c(CN2CCc3ccccc3C2)nc2c1c(=O)n(C)c(=O)n2C	-0.4	1098	-2.0%	5.5	0.8	7.0	4%	3%	0.77	1671	i	9	-2.3%	1.7	0.05	1.2	-1.1
COc1ccc(-n2c(Cn3nnc4ccccc43)nnc2SCC(=O)O)cc1	-0.8	896	1.1%	2.0	1.3	4.8	4%	1%	0.69	1235	i	30	0.0%	-0.65	-0.21	-0.2	0.99
CCC(CC)NC(=O)COC(=O)CCC(=O)c1cccs1	-2.4	1157	0.1%	3.5	2.0	2.5	1%	3%	-0.2	1553	i	17	-0.5%	0.45	-0.28	0.086	-0.055
Cc1ccc(-c2cc(-c3ccc(F)cc3)c(C#N)c(N)n2)o1	2.8	557	-0.3%	2.2	1.7	11	3%	6%	-0.34	889	i	24	-4.7%	0.053	0.42	0.73	-1.9
Cc1ccc(C2CC(c3cccc(C)c3)n3nc(N)nc3N2)cc1 (stereo unspecified)	3.8	1104	3.1%	2.3	3.1	6.0	-10%	-2%	1.2	1430	i	10	nt	0.011	-0.2	0.22	0.41
COc1ccc(CNC(=O)COC(=O)c2cncc(Br)c2)cc1	1.2	1059	0.3%	2.2	1.4	0.1	8%	1%	0.38	1414	i	-2	-0.5%	-0.13	-0.26	-0.023	1.2
O=C(Nc1ccc(Cl)cn1)c1ccc(Br)c(S(=O)(=O)N2CCCCC2)c1	-1.0	1575	-0.3%	0.8	0.9	3.7	-10%	-11%	-2.8	1465	i	5	0.3%	0.08	-0.3	0.16	2.1
CCC(CC)=NNc1ccc([N+](=O)[O-])cc1[N+](=O)[O-]	-5.5	1080	0.3%	5.8	2.6	6.8	-3%	-2%	-0.43	1246	i	-3	-0.8%	-1.2	0.85	-0.079	0.53
Cc1cc(F)ccc1S(=O)(=O)Nc1ccccc1C(=O)NCc1cccnc1	-1.0	955	-0.5%	5.5	1.4	3.4	20%	0%	nt	nt	i	11	0.2%	0.13	-0.3	0.36	1.2
O=C1C2C(c3ccccc3)C=CC(c3ccccc3)C2C(=O)N1C1CCCCC1 (stereo unspecified)	-5.1	1239	-0.2%	1.2	1.7	6.9	4%	1%	0.7	876	i	7	-2.8%	-1	0.18	-0.36	0.35
COCCN(C(=O)CSc1nc2ccccc2c(=O)n1CCOC)c1c(N)n(Cc2ccccc2)c(=O)[nH]c1=O	-2.1	1081	-1.7%	0.9	1.6	2.4	0%	6%	1.8	1254	i	14	-1.7%	-1	0.33	0.23	0.71
CCONC(=NC)c1nonc1N	nt	nt	-0.1%	2.6	2.9	5.4	15%	-1%	0.6	1432	i	5	-1.9%	0.25	-0.13	0.0068	-0.13
Cc1ccc(S(=O)(=O)Nc2ccccc2CNc2ccc(Br)cn2)cc1	2.4	464	-0.7%	2.2	2.9	10	-3%	5%	-0.17	1301	i	11	1.2%	-0.53	-0.087	-0.55	0.8
